Assay outcomes deposited in PubChem BioAssay by several laboratories.
DSG3 Ab inh: inhibitors of pemphigus antibody binding to human desmoglein-3 | DSG3-coupled beads, scFv-anti-DSG3-GFP binding, flow cytometry; hits give low values | binding (percent of control), % at 10 µM | 310,000 tested, 0.48% active | AID 588358;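 active = binding more than 3 SD below its plate's average and above zero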;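 also: hits lower antibody fragment binding to DSG3; some compounds called inactive have numbers as strong as hits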
RTF Ca sens inh: cardiac RTF calcium desensitization; P19429+P45379; IANBD-labeled cardiac RTF, Ca2+ fluorescence; inhibition, % at 7.15 µM; 340,000 tested, 0.12% active;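 active = inhibition above the mean inhibition of all tested compounds plus 3 SD, cut at about 17% in these data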;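 also: assay run at fixed EC70 calcium of 1.6 mM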
Arr AP2 block: blocks beta-arrestin peptide binding to AP2 adaptin; FITC-arrestin peptide / GST-AP2 beads, flow cytometry; AP2 beta2 appendage carries R879A mutation; inhibition, % at 10 µM; 340,000 tested, 0.31% active;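 active = inhibition above a set limit, near 3 SD of compounds lacking own fluorescence, cut at about 54% in these data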;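 also: plate controls were DMSO wells for no effect and 5 µM unlabelled arrestin peptide for full effect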
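System: GST-AP2 R879A bound to glutathione beads, E. coli-expressed. Also added: 50 nM FITC-arrestin peptide. Schedule: compound with beads 12 min RT, then probe 1 h RT. Signal: bead flow cytometry, FITC channel. Read-out basis: percent response.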
V-ATPase pHluor: alters yeast V-ATPase proton transport | S. cerevisiae, pHLuorin cytosolic pH fluorescence | response, % at 10 µM | 350,000 tested, 0.37% active; in the data active = response mostly above about 7.3%, no sharp cut-off; inactive = mostly below about 5.4%; also: actives read high; inactives centre near 0; some compounds called inactive have numbers as strong as hits
CAL PDZ FP-1: inhibitors of human CAL PDZ peptide binding | Q9HD26 | purified CAL PDZ, TMR-peptide fluorescence polarization, 1 h | 330,000 tested, 0.02% active | inhibition, % at 20 µM | AID 504414;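 active = highest replicate inhibition of at least 40%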;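 also: plate controls were DMSO neutral control wells for no effect and unlabeled competitor peptide control wells for full effect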
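Material: tagged CAL PDZ protein CerCALP, purified; buffer or medium: sodium phosphate/NaCl buffer pH 7.4 with TCEP, IgG, Thesit; also added: fluorescent TMR peptide probe; schedule: 1 h incubation at room temperature before polarization reading; technique: fluorescence polarization from S- and P-plane intensities, G-factor corrected; control set: unlabelled peptide and DMSO controls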
NSD2 inh: blocks human histone methyltransferase NSD2; O96028; NSD2 peptide methylation, AlphaScreen, 120 min; inhibition, % at 12.5 µM; 310,000 tested, 0.54% active; AID 743445; in the data active = inhibition above about 50%
LANA DNA inh: inhibitors of KSHV LANA C-terminal domain DNA binding | MBP-C-LANA/FAM-LBS DNA binding, fluorescence polarization | inhibition, % at 9 µM | 340,000 tested, 0.078% active | AID 504423;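 active = highest replicate inhibition at or above 60% at 9 µM, even if other replicates fall short; inactive = all replicates below 60% inhibition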;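 also: 0% = neutral control wells and 100% = 4 µM acridine orange control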
DAGLB inh: diacylglycerol lipase beta (human) inhibition; Q8NCG7; inhibition, % at 5.17 µM; HEK293T DAGLB membrane lysate, EnzChek fluorogenic substrate; 340,000 tested, 0.059% active; AID 504411; in the data active = inhibition above about 34%;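 also: 0% = enzyme with vehicle and 100% = wells lacking enzyme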
CAL PDZ FP-2: inhibitors of human CAL PDZ peptide binding; Q9HD26; purified CAL PDZ, TMR-peptide fluorescence polarization, 1 h; inhibition, % at 24.9 µM; 300,000 tested, 0.92% active; AID 602252;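 active = mean inhibition of at least 30% with at least half of replicates also reaching 30%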;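 also: 0% = DMSO neutral control and 100% = excess unlabeled competitor peptide PRC23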
Keap1-Nrf2 PPI: disrupts human Keap1 binding to Nrf2 peptide | 340,000 tested, 0.15% active | inhibition, % at 9.4 µM | Keap1 Kelch-Nrf2 peptide fluorescence polarization, 1536-well; in the data active = inhibition above about 12%;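 also: human Keap1 Kelch domain with fluorescein labeled Nrf2 9mer peptide probe; 0% = neutral control wells and 100% = peptide positive control; higher means more block of Keap1 binding to Nrf2 peptide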
Target sequence (Q14145 whole entry, looked up, the tested form may be a part): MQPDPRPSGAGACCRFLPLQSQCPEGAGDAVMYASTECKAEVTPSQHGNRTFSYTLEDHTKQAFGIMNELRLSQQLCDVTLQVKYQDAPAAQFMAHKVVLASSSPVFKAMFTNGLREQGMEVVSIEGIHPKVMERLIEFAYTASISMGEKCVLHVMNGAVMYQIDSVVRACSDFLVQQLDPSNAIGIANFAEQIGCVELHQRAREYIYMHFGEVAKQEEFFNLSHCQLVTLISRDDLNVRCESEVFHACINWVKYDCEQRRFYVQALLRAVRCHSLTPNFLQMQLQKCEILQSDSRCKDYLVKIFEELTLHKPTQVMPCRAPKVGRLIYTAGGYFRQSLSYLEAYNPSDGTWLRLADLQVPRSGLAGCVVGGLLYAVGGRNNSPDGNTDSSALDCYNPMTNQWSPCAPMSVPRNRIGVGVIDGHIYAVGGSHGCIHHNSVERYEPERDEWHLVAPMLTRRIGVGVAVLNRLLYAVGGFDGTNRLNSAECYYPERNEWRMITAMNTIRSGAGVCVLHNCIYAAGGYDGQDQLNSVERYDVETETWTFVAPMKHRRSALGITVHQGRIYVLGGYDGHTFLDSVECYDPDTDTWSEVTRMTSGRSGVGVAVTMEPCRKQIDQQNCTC
* = called active by the depositor; . = not tested or not shown. Only part of the results is shown. The share of hits here may be higher or lower than overall.

item	mol	V-ATPase pHluor	DSG3 Ab inh	CAL PDZ FP-2	DAGLB inh	RTF Ca sens inh	LANA DNA inh	Keap1-Nrf2 PPI	NSD2 inh	CAL PDZ FP-1	Arr AP2 block
1	NC(=O)CC(NC(=O)c1ccccc1)c1ccc(N2CCN(c3ccccc3)CC2)c([N+](=O)[O-])c1 (centres undefined)	-1	100	-2	10	-9	0.4	-4	.	-0.4	2
2	CC(=O)c1c(C)[nH]c(C(=O)Nc2ccc(C)c(S(=O)(=O)N(C)C)c2)c1C	-1	98	-4	1	-1	0.5	-7	1	0.0	5
3	Cc1nn(-c2ccccc2)c(Cl)c1C1C(C#N)=C(N)Oc2n[nH]c(C)c21 (centres undefined)	-5	.	-1	-1	-7	2.9	2	5	-0.5	5
4	O=C(c1ccccc1NS(=O)(=O)c1cccs1)N1CCCC1	0	.	-3	-2	-7	-0.4	-8	-2	-0.1	-9
5	Cc1[nH]c(=O)[nH]c(=O)c1NS(=O)(=O)c1ccc2c(c1)CCCC2	-1	109	-6	-4	0	-0.4	-3	4	-0.9	14
6	CC(C)NC1(C#N)CCN(Cc2ccccc2)CC1	1	99	-3	1	-5	-1.7	-4	-9	0.0	-12
7	CC(=O)OC(C(=O)NC1CCCCC1)c1ccc(C)cc1 (centres undefined)	1	96	-3	-2	-6	0.7	-8	0	-1.7	22
8	CCSc1nnc2ccc(-c3ccc(C)cc3)nn12	1	94	.	-1	-3	-0.7	-1	0	-2.7	-18
9	Cc1cc(=O)n(C2CCS(=O)(=O)C2)[nH]1 (centres undefined)	-2	103	-1	.	.	-0.6	-3	7	0.0	-3
10	COc1ccc(NC(NC(=O)c2ccc(OC)cc2)C(Cl)(Cl)Cl)cc1 (centres undefined)	-3	105	14	-1	6	-1.1	-2	2	0.6	24
11	COc1ccc(C(=O)NC2c3ccccc3-c3ccccc32)cc1	.	105	-9	1	-20	-0.3	5	-2	-1.9	-6
12	COc1ccc(OCC(=O)N/N=C(\C)c2cccs2)cc1	1	108	-6	1	-10	-0.2	-5	-1	-2.2	-7

item	mol	V-ATPase pHluor	DSG3 Ab inh	CAL PDZ FP-2	DAGLB inh	RTF Ca sens inh	LANA DNA inh	Keap1-Nrf2 PPI	NSD2 inh	CAL PDZ FP-1	Arr AP2 block
13	CCCCCOc1ccc(C(=O)NC(C(=O)O)C(C)C)cc1 (centres undefined)	3	126	0	0	-9	-0.6	-4	10	-2.1	-2
14	CCc1c(C)c2ccc(OCC(N)=O)cc2oc1=O	6	94	12	-3	-7	-0.2	-9	31	0.4	-3
15	Clc1ccc(-c2c[n+](Cc3ccc(Cl)cc3Cl)c3n2CCCCC3)cc1	-2	.	1	-1	0	-0.2	2	1	-0.5	36
16	COc1cc(C(C)n2nnc3ccccc32)ccc1O (centres undefined)	-1	102	.	-5	.	.	.	-1	.	.
17	CC(=O)C[C@H](O)CC(=O)[C@H]1OC(=O)[C@@H](C)CCCCc2ccccc21	1	102	-3	-1	-6	1.5	-6	.	0.7	5
18	Cc1ccc(NC(=O)c2ncn(CCCNCCCN3CCCC3=O)n2)cc1C	-4	98	4	0	-9	1.0	-3	.	-0.4	6
19	CCOC(=O)c1cccc(NC(=O)CN(c2ccc(C)cc2)S(=O)(=O)c2c(C)noc2C)c1	-3	103	-5	-7	-9	-0.8	1	10	-2.7	23
20	Nc1ccccc1S(=O)(=O)c1ccccc1N	-2	101	1	-1	5	1.7	-1	-2	-1.0	7
21	CC(C)CN(CC(C)C)C(=O)Nc1cccc([N+](=O)[O-])c1	-2	97	-4	3	0	0.7	3	-1	0.5	1
22	COc1ccc(-c2cn(-c3ccccc3)c(=S)[nH]2)cc1OC	0	106	0	-2	-8	0.8	1	15	0.2	-5
23	COc1ccc(-c2nnc(SCC(=O)NC(=O)NCc3ccco3)o2)cc1	-1	99	7	-1	-13	1.1	2	1	.	-6
24	C/C(N)=C(/C#N)C(=O)COC(=O)C1CSC2(c3ccc(F)cc3)CCC(=O)N12 (centres undefined)	1	106	-2	1	-21	12	3	1	0.9	37

Fetched by structure from the list above (three):
item	mol	V-ATPase pHluor	DSG3 Ab inh	CAL PDZ FP-2	DAGLB inh	RTF Ca sens inh	LANA DNA inh	Keap1-Nrf2 PPI	NSD2 inh	CAL PDZ FP-1	Arr AP2 block
24	C/C(N)=C(/C#N)C(=O)COC(=O)C1CSC2(c3ccc(F)cc3)CCC(=O)N12 (centres undefined)	1	106	-2	1	-21	12	3	1	0.9	37
2	CC(=O)c1c(C)[nH]c(C(=O)Nc2ccc(C)c(S(=O)(=O)N(C)C)c2)c1C	-1	98	-4	1	-1	0.5	-7	1	0.0	5
22	COc1ccc(-c2cn(-c3ccccc3)c(=S)[nH]2)cc1OC	0	106	0	-2	-8	0.8	1	15	0.2	-5

Six compounds out of the list above, ordered by the number in Arr AP2 block, high to low:
cpd	SMILES	Arr AP2 block
7	CC(=O)OC(C(=O)NC1CCCCC1)c1ccc(C)cc1 (centres undefined)	22
5	Cc1[nH]c(=O)[nH]c(=O)c1NS(=O)(=O)c1ccc2c(c1)CCCC2	14
3	Cc1nn(-c2ccccc2)c(Cl)c1C1C(C#N)=C(N)Oc2n[nH]c(C)c21 (centres undefined)	5
13	CCCCCOc1ccc(C(=O)NC(C(=O)O)C(C)C)cc1 (centres undefined)	-2
14	CCc1c(C)c2ccc(OCC(N)=O)cc2oc1=O	-3
22	COc1ccc(-c2cn(-c3ccccc3)c(=S)[nH]2)cc1OC	-5

Additional compounds:
item	mol	V-ATPase pHluor	DSG3 Ab inh	CAL PDZ FP-2	DAGLB inh	RTF Ca sens inh	LANA DNA inh	Keap1-Nrf2 PPI	NSD2 inh	CAL PDZ FP-1	Arr AP2 block
25	Cc1cc(NC(=O)CN2CCN(c3cccc(Cl)c3)CC2)no1	2	109	-3	-4	-22	-0.8	-8	-1	-0.3	-5
26	COCCN(C(=O)CSc1nnc(-c2cccs2)n1N)c1c(N)n(Cc2ccccc2)c(=O)[nH]c1=O	2	104	-1	2	9	-1.4	-5	6	-0.5	-6
27	COc1ccc(-c2ccc(SCC(=O)c3ccccc3)nn2)cc1OC	-1	96	71*	-2	-4	-0.9	1	2	-8.9	-20
28	Cc1ccccc1C(=O)NCc1nnc(SCC(=O)N2CCN(c3ccccc3)CC2)n1C	2	106	0	-2	-2	3.0	-4	-21	-1.0	5
29	O=C(OCC(=O)c1ccc[nH]1)c1ccc2ccccc2n1	-1	93	-3	0	10	0.2	-2	1	-0.7	-10
30	c1ccc(N2CCN(c3nc4ccccc4n4nnnc34)CC2)cc1	1	109	-1	-7	-10	0.6	-10	-3	-0.8	-6
31	c1ccc(CCCCNCC2COc3ccccc3O2)cc1 (centres undefined)	0	104	-6	-2	-30	0.3	-3	.	-0.3	10
32	Nc1ccc(C(=O)OCC(=O)N2CCN(C(=O)c3ccco3)CC2)cc1[N+](=O)[O-]	-5	119	-4	0	-4	-0.1	0	-1	0.1	6
33	N#Cc1c(SCC(=O)Nc2nccs2)nc2c(c1-c1ccco1)CCCC2	0	111	-2	0	-6	0.9	0	0	-2.4	-6
34	COc1ccc(C(C)=O)cc1COC(=O)c1c(C)nn(-c2ccccc2)c1C	2	94	-2	-8	-3	0.4	5	-1	-1.4	-1
35	CCn1c2ccccc2c2cc(CNCCCN3CCOCC3)ccc21	1	117	-8	1	0	5.7	1	13	.	0
36	COc1cccc(C2=Nn3c(nnc3-c3ccccc3O)SC2)c1	0	.	10	0	2	0.1	0	2	-1.4	22

item	mol	V-ATPase pHluor	DSG3 Ab inh	CAL PDZ FP-2	DAGLB inh	RTF Ca sens inh	LANA DNA inh	Keap1-Nrf2 PPI	NSD2 inh	CAL PDZ FP-1	Arr AP2 block
37	O=C(/C=C/c1ccco1)Nc1ccc2c(c1)OCO2	-1	106	60*	-1	-21	1.2	-3	1	.	-9
38	Nc1ncnc(N)c1NC(=O)c1ccc(OCc2ccccc2)cc1	0	101	.	-4	.	.	.	-1	.	.
39	O=C(Nc1ccc(Cl)c(Cl)c1)C1CCN(C(=O)c2ccco2)CC1	4	108	-10	3	-7	1.2	-4	-1	-3.9	-9
40	O=C1CCN(Cc2ccco2)C(=S)N1	-4	119	-6	1	-10	7.3	5	-2	0.3	-13
41	COc1cccc(C2/C(=C(\O)c3ccc4c(c3)OCCO4)C(=O)C(=O)N2Cc2cccnc2)c1 (centres undefined)	-3	.	-24	0	-3	0.1	-7	1	0.5	-5
42	CN(C)C(CNC(=O)c1cccs1)c1cccnc1 (centres undefined)	-4	103	-5	-1	-6	-1.1	-3	.	0.8	-7
43	CCOC(=O)Cn1cc(/C=C(/C#N)C(=O)NC(C)C)c2ccccc21	-3	107	-2	0	-6	-1.4	-8	2	-0.5	-2
44	Cc1ccc(S(=O)(=O)N(C)C)cc1NC(=O)CN1c2cccc3cccc(c23)S1(=O)=O	-4	94	1	3	-6	0.1	-4	1	-0.5	3
45	Nc1nonc1-c1noc(-c2ccc(Br)o2)n1	1	97	-5	-3	-5	0.2	-1	.	-1.5	-6
46	OC(COc1cccc2ccccc12)CN1CCN(c2ccccc2)CC1 (centres undefined)	-2	90	-4	-5	-2	4.5	1	4	-2.1	27
47	O=S(=O)(O)c1cc(O)ccc1O	15*	121	-1	3	-6	0.3	-8	.	1.5	5
48	O=[N+]([O-])c1ccc(S(=O)(=O)NCC(c2cccnc2)N2CCc3ccccc32)cc1 (centres undefined)	-5	100	1	8	-1	0.8	1	6	-2.2	-8

item	mol	V-ATPase pHluor	DSG3 Ab inh	CAL PDZ FP-2	DAGLB inh	RTF Ca sens inh	LANA DNA inh	Keap1-Nrf2 PPI	NSD2 inh	CAL PDZ FP-1	Arr AP2 block
49	O=C(CN1C(=O)c2ccccc2C1=O)N1CCN=C1c1ccccc1	3	113	.	-5	0	0.4	-6	2	-2.4	4
50	COc1ccccc1C(CNC(=O)CCNC(=O)c1ccccc1Cl)N1CCCC1 (centres undefined)	6	68	5	-1	-11	0.1	4	1	-1.8	-11
51	O=C(CSc1nnnn1-c1ccc(Cl)cc1)Nc1cccnc1Cl	-1	129	-2	-3	-3	-1.0	1	0	-2.1	3
52	CCC(Oc1ccc2c(=O)c(-c3ccccc3OC)coc2c1)C(=O)OCc1ccccc1 (centres undefined)	1	78	-4	-11	-7	0.1	-3	-1	-0.9	2
53	Cc1nn(C)c(C(=O)N2CCN(C(=O)c3ccco3)CC2)c1[N+](=O)[O-]	-1	101	0	1	-4	1.3	-6	0	-1.1	-28
54	Cc1ccc2c(c1)C(=O)c1ccccc1CS2=O (centres undefined)	3	96	-3	2	6	0.0	-1	1	-0.7	6
55	Cc1ccc2c(c1)[C@@H]1CN(C)CC[C@@H]1N2S(=O)(=O)c1ccc(F)cc1	-1	150	-3	2	3	-1.0	-8	4	-0.6	5
